From PubChem BioAssay
DNMT1 inh – inhibitors of human DNMT1. P26358. DNMT1 molecular beacon, Hinp1I cleavage, fluorescence. inhibition (reported as % activation of signal), % at 10 µM. 360,000 compounds, 0.83% hits. AID 588458; in the data active means inhibition above about 50%
SUMO1-SIM PPI – SUMO1-SIM interaction modulation; P63165; SUMO1 binding to a labelled peptide, TR-FRET, 1 h; inhibition, % at 20 µM; 360,000 compounds, 0.33% hits; in the data active means inhibition above about 37%
Target sequence (P63165 whole entry, looked up): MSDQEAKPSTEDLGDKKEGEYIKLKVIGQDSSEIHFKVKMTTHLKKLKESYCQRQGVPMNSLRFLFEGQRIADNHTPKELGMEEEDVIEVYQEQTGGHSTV
MT1-MMP act inh – MT1-MMP (human) activation inhibition; P50281; HT1080 RFP-PRO-GFP cells, GFP/RFP ratio fluorescence, overnight; percent of plate control window, DMSO zero; GFP/RFP ratio change, % at 20 µM; 360,000 compounds, 0.061% hits;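 active means GFP/RFP ratio change of at least 30% with cell ATP level not reduced by more than half and red fluorescence within 50% of control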; further: strong numbers were not always called active
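Read-out: GFP/RFP fluorescence ratio; Test system: RFP-PRO-GFP reporter HT1080 cells; Compound dosing: single-point 20 µM compound, 1% DMSO; Times: overnight compound exposure at 37 °C.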
Rpn11 block – inhibitors of human proteasome Rpn11 | calls only at 20 µM | 360,000 compounds, 0.59% hits | O00487 | human 26S proteasome, Ub4-pepOG fluorescence polarization; 20S core pre-blocked with epoxomicin;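 active means inhibition at 20 µM, scaled to each plate's controls, above about 33%, limit read from the data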
LMPTP inh – blocks human LMPTP phosphatase. recombinant LMPTP-A, OMFP fluorogenic substrate, fluorescence intensity. P24666. inhibition, % at 20 µM. 360,000 compounds, 0.22% hits. AID 651560;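 active means compounds that cut the enzyme signal by at least half of the control window in the single-dose screen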;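 further: plate controls were DMSO wells with enzyme plus substrate for no effect and substrate without enzyme for full effect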
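Buffer or medium: Bis-Tris pH 6.0, DTT, detergent; Assay system: LMPTP-A enzyme; Quantity: 0.625 nM enzyme; Detection: endpoint fluorescence intensity; Times: 50 min dark incubation at room temperature; Controls: substrate-only low control, DMSO enzyme-plus-substrate high control; Doses: single 20 µM dose; Read-out: percent inhibition versus substrate-only and uninhibited controls; Reagent: 400 µM OMFP.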
NadD inh – NadD (S. aureus) enzyme inhibition | purified NadD enzyme, colorimetric absorbance read-out | inhibition, % at 20 µM | 360,000 compounds, 0.78% hits | AID 602399; in the data active means inhibition above about 26%; further: some compounds past the cut are filed as inactive
CendR NRP1 mod – alters CendR peptide binding to human NRP-1. AID 602438. inhibition, % at 25 µM. O14786. 360,000 compounds, 0.85% hits. FAM-RPARPAR peptide binding to NRP-1, fluorescence polarization;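 active means inhibition or corrected inhibition above about 18%, plus a signal ratio from 0.5 to 1.5, limit read from the data, passing the limit was not always enough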; further: strong numbers were not always called active
Target sequence (O14786 whole entry, looked up): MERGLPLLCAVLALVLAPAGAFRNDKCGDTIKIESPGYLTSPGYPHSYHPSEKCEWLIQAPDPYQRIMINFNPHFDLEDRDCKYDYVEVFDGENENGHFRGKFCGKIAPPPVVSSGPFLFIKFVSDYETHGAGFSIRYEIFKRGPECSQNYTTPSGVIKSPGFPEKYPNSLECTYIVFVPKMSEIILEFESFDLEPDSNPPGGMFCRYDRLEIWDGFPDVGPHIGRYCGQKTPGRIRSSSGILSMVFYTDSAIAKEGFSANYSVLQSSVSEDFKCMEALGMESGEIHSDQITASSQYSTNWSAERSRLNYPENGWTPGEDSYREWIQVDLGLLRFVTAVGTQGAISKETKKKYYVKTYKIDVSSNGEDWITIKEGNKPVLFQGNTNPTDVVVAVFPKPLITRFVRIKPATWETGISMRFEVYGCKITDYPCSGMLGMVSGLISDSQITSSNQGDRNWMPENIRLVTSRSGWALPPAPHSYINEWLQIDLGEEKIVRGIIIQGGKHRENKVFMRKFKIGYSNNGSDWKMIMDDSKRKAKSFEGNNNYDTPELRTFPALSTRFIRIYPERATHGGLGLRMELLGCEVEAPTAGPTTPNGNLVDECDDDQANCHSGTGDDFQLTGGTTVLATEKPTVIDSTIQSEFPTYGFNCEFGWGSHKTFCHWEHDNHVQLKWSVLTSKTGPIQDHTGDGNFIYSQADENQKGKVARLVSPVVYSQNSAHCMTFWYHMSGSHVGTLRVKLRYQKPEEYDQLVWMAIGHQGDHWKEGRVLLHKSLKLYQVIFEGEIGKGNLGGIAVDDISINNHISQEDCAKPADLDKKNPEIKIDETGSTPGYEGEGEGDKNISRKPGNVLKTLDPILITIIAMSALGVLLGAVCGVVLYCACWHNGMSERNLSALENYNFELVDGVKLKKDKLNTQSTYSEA
STEP inh – inhibitors of human striatal-enriched phosphatase STEP; P54829; recombinant STEP, OMFP fluorogenic substrate, fluorescence; inhibition, % at 20 µM; 360,000 compounds, 0.25% hits;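 active means inhibition at 20 µM, scaled per plate between control wells, above about 37%, limit read from the data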;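 further: 0% = DMSO with enzyme and substrate and 100% = substrate only without enzyme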
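material = STEP tyrosine phosphatase | reagent = fluorogenic phosphatase substrate OMFP at 25 µM final | doses = single compound dose of 20 µM, 1% DMSO final | schedule = 20 min reaction, room temperature, in the dark | measured by = fluorescence, 480/540 nm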
Scp1 inh – blocks human Scp-1 phosphatase activity. Q9GZU7. Recombinant Scp1, phosphopeptide, malachite green phosphate absorbance. inhibition, % at 20 µM. 340,000 compounds, 0.88% hits;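 active means inhibition above about 50% at 20 µM, limit read from the data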;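 further: plate controls were DMSO wells with enzyme for no effect and wells lacking enzyme for full effect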
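System: truncated SCP-1 phosphatase (76-261aa); medium: Tris acetate buffer pH 5.5 with MgCl2 and Tween-20; incubation: 45 min room-temperature reaction, 5 min colour, 30 min stabiliser; compound: single 20 µM dose, 1% DMSO; reagent: Phosphorylated 17-residue peptide substrate; read-out: % inhibition at 20 µM; technique: colorimetric free-phosphate detection, absorbance 630 nm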
SKN-1 block – inhibitors of C. elegans SKN-1; C. elegans VP596 Pgst-4::GFP/RFP ratio, acrylamide-induced, 24 h; inhibition, % at 21.8 µM; 360,000 compounds, 0.49% hits;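 active means interference check ratio from 0.5 to 1.5 plus GFP to RFP signal ratio inhibition reaching or exceeding a fixed threshold, cut at about 30% in these data, passing the limit was not always enough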; further: some compounds called inactive have numbers as strong as hits
* marks the source's active call; other numbers are inactive results; i = inactive; x = no result given.

SMILES	DNMT1 inh	SUMO1-SIM PPI	MT1-MMP act inh	Rpn11 block	LMPTP inh	NadD inh	CendR NRP1 mod	STEP inh	Scp1 inh	SKN-1 block
FCCCOc1ccc(-c2nccc(-c3ccc(F)cc3)n2)cc1	-8	1	-1	i	4.5	3	-8	9	-9	22
OCCN1CCN(c2nc(-c3ccccc3O)nc3ccccc23)CC1	13	-4	-6	i	1.2	-8	-2	0	1	-9
O=C(NCC(F)(F)F)c1[nH]c(C(F)(F)F)nc1-c1ccccc1	4	12	4	i	-1.2	-4	8	0	x	13
O=C1c2ccccc2C(=O)N1CCCOCc1c[nH]c(=O)[nH]c1=O	-2	-6	2	i	-2.0	0	-2	0	-3	9
CN1C(=O)NC(NC(=O)c2cccs2)(C(F)(F)F)C1=O (stereo not given)	5	0	-3	i	-0.1	3	-5	2	-2	-1
Cn1c(=Nc2ccccc2)sc2ccccc21	2	-5	-5	i	2.8	-2	-2	0	-3	14
O=C1OCCC1Sc1nc2ccccc2n1Cc1ccccc1 (stereo not given)	0	-1	4	i	-0.2	5	-2	1	-10	-15
Cc1ccc(NC2=Nc3ccccc3CS2)cc1	1	2	-1	i	0.7	-4	5	1	4	4
Nc1ccccc1C(=O)NCCCN1CCOCC1	2	1	0	i	-2.4	2	-7	-1	-6	-10
Fc1ccc(-c2[nH]ncc2CN2CCN(c3ccc(F)cc3)CC2)cc1	0	3	3	i	-1.0	-5	-9	-2	-14	2

2 compounds picked at random from the list so far:
SMILES	DNMT1 inh	SUMO1-SIM PPI	MT1-MMP act inh	Rpn11 block	LMPTP inh	NadD inh	CendR NRP1 mod	STEP inh	Scp1 inh	SKN-1 block
Cc1ccc(NC2=Nc3ccccc3CS2)cc1	1	2	-1	i	0.7	-4	5	1	4	4
O=C(NCC(F)(F)F)c1[nH]c(C(F)(F)F)nc1-c1ccccc1	4	12	4	i	-1.2	-4	8	0	x	13

Next records follow.
SMILES	DNMT1 inh	SUMO1-SIM PPI	MT1-MMP act inh	Rpn11 block	LMPTP inh	NadD inh	CendR NRP1 mod	STEP inh	Scp1 inh	SKN-1 block
Oc1ccccc1CNc1ccc(OC(F)(F)F)cc1	4	0	-12	i	2.3	-4	8	-3	-7	5
O=C(Cc1cccc2ccccc12)N1CC[C@@]2(O)CCCC[C@H]2C1	-2	2	1	i	-1.2	4	6	0	-7	-7
OC(c1ccccc1)c1nccn1Cc1ccccc1 (stereo not given)	2	-5	3	i	-2.2	0	10	-2	-7	4
CC(=O)Nc1cccc(OCCOc2cccc([N+](=O)[O-])c2)c1	-4	-25	2	i	-1.5	-4	4	-4	-10	-3
COc1cc(C(=O)NC(=S)NCc2ccco2)cc(OC)c1OC	-3	1	9	i	-0.3	-5	-4	4	3	8
Cc1nnc(SCC(=O)NC2CCCC(C)C2C)n1N (stereo not given)	2	-1	-2	i	-0.9	-2	0	0	-3	16
Cc1cccn2c(=O)c(/C=C(\C#N)C(=O)NC3CCS(=O)(=O)C3)c(Oc3ccc(F)cc3)nc12 (stereo not given)	-3	-13	-5	i	0.2	7	7	-1	-6	8
CC1=NNC(=O)C1CC(=O)N/N=C(\C)c1ccco1 (stereo not given)	0	-6	1	i	-0.9	-3	-13	-4	34	-3
O=C(O)c1cccc(Cn2cc(Br)cn2)c1	0	-2	6	i	-0.4	-3	-1	4	0	5
COc1ccccc1CNc1nc(Nc2ccccc2Cl)c2sccc2n1	-2	4	-7	i	18	2	1	8	x	-5
COC(=O)c1cc(S(=O)(=O)NCC2CCN(Cc3ccccc3F)CC2)c[nH]1	5	5	0	i	-0.5	-4	-6	1	-7	3
O=C(CSc1nc2ccc(NC(=O)CSc3nnnn3-c3ccccc3)cc2s1)Nc1ccccc1	50	0	2	i	-0.5	39*	-15	4	-8	20
Cc1ccc(NC(=O)NCC(c2ccccc2)N(C)C)cc1 (stereo not given)	1	-3	4	i	-1.7	-9	6	-4	1	15
CN(C)/C=C/C(=O)/C=C/c1ccc(Cl)cc1	7	-13	-1	i	0.7	1	5	-3	-1	3
Cc1ccc(CNc2ccc(S(=O)(=O)N3CCOCC3)cc2[N+](=O)[O-])cc1	9	-19	-1	i	2.3	-9	0	5	-4	0
Cc1c(C(=O)Nc2nnc(SCc3ccccc3Cl)s2)cccc1[N+](=O)[O-]	13	2	-3	i	-0.7	6	8	-2	-11	6
Cc1nc2c(Br)c3nc(C(F)(F)F)[nH]c3c(Br)c2[nH]1	2	7	3	i	-1.1	4	-2	2	-8	17
O=c1[nH]c(/C=C/c2ccc(OC(F)F)cc2)nc2c1cnn2-c1ccccc1	31	4	2	i	-0.7	6	-4	1	-3	4
O=C(COC(=O)c1ccc[nH]c1=O)NC1CCCc2ccccc21 (stereo not given)	2	10	0	i	-0.5	-3	5	5	-9	-6
CCOc1ccc(S(=O)(=O)N2CCOCC2)cc1NC(=O)CN1C(=O)NC2(CCCCC2)C1=O	-2	-1	-5	i	-0.1	1	14	1	3	7

Compound profiles, from the list above. Order of screens: DNMT1 inh, SUMO1-SIM PPI, MT1-MMP act inh, Rpn11 block, LMPTP inh, NadD inh, CendR NRP1 mod, STEP inh, Scp1 inh, SKN-1 block
Entry for Cc1nc2c(Br)c3nc(C(F)(F)F)[nH]c3c(Br)c2[nH]1 : 2, 7, 3, i, -1.1, 4, -2, 2, -8, 17
Entry for Cc1ccc(NC(=O)NCC(c2ccccc2)N(C)C)cc1 (stereo not given) : 1, -3, 4, i, -1.7, -9, 6, -4, 1, 15
Entry for Cc1ccc(CNc2ccc(S(=O)(=O)N3CCOCC3)cc2[N+](=O)[O-])cc1 : 9, -19, -1, i, 2.3, -9, 0, 5, -4, 0

Further records follow:
SMILES	DNMT1 inh	SUMO1-SIM PPI	MT1-MMP act inh	Rpn11 block	LMPTP inh	NadD inh	CendR NRP1 mod	STEP inh	Scp1 inh	SKN-1 block
Cc1cc[n+](CC(=O)Nc2cc(C(F)(F)F)ccc2Cl)cc1	3	2	-2	i	-0.4	3	-9	0	-3	-6
CCn1ncc(Br)c1C(=O)Nc1nccs1	4	-1	-6	i	-1.8	-1	-11	-1	0	11
CCOC(=O)c1cnn(Cc2ccccc2)c1N	2	-1	4	i	-1.8	4	5	-2	-7	22
C=CC[C@]12CCc3ccccc3C1N(c1ccc(C(=O)OCC)cc1)C2=O (stereo not given in full)	-6	3	-5	i	0.6	-6	22	0	-9	-7
O=C(CSc1ncccn1)N/N=C/c1cccc([N+](=O)[O-])c1	1	-18	13	i	-3.6	1	-16	-1	-8	4
O=C(NCCC1CCCCN1S(=O)(=O)c1ccc(Cl)cc1)C(=O)NCc1cccnc1 (stereo not given)	1	-1	2	i	-0.8	-4	-22	0	-1	7
CN(C)c1nc(SCC(=O)Nc2ccccc2)nc(N2CCOCC2)n1	1	-3	-1	i	-0.7	3	-6	1	-3	2
O=C(NCCc1ccccc1)C1CC1	3	3	-3	i	1.3	-8	-2	-1	2	-6
Cc1cnc(C(=O)OCC(=O)c2ccc(-c3ccccc3)cc2)cn1	0	1	x	i	-0.4	-3	-6	-2	13	-2
Cc1oc(C(C)(C)C)cc1C(=O)NC1CCN(Cc2ccccc2)CC1	-1	2	-2	i	-0.3	-8	1	-3	-7	5
COc1ccc(C)cc1NC(=O)Nn1cnnc1	4	-2	2	i	-0.9	1	-4	-1	5	1
O=C(NCCc1ccccc1)c1ccc(CS(=O)Cc2cccc(Cl)c2)o1 (stereo not given)	2	0	1	i	-0.7	-4	18	-2	-8	2
COc1ccccc1NC(=O)COc1ccc(C(=O)OCC(=O)NC(C)(C)C)cc1OC	-2	2	2	i	-0.9	-6	11	0	-9	-12
CC(C)(C)OC(=O)C[C@H]1C/C=C\C[C@H](CC(=O)NCCO)C(=O)N2CCC[C@@H]2COC1=O	7	4	2	i	-0.2	-5	12	-2	-8	8
COc1ccc(N=Cc2c(O)c3ccccc3oc2=O)cc1	-1	-22	-11	i	-0.7	-4	-85	4	1	26
CCOC(=O)c1c(C)[nH]c(C(=O)CN2C(=O)NC(C)(C)C2=O)c1C	0	4	2	i	-0.7	0	3	0	1	6
Brc1ccccc1OCCN1CCCC1	0	-18	4	i	-11	-6	10	1	-17	-1
FC(F)(F)c1ccccc1Cc1c(-c2ccc(Cl)cc2)nc2c3ccccc3ccn12	x	-1	2	x	4.0	33*	-10	x	x	1
COc1cc(CN2CCNC(=O)C2CC(=O)N(C)CCCN2CCOCC2)cc(OC)c1 (stereo not given)	-5	-2	0	i	-0.5	-4	10	1	-5	5
COC(=O)c1sccc1NC(=O)Nc1cccc(C(C)=O)c1	1	3	-4	i	-1.0	-4	-1	1	-1	-1
COc1ccc(C(=O)NCCn2ccc3ccccc32)cc1OC	2	-2	-4	i	0.8	-2	0	-1	6	14
CCCNC(=O)c1cc(C2CCCN(C(=O)c3ccc4c(c3)CCO4)C2)on1 (stereo not given)	-1	-2	3	i	-0.6	3	-8	2	x	7
Fc1ccc(NC(=S)N2CCCc3ccccc32)cc1	-7	-10	4	i	13	3	6	-2	-7	-10
Cc1cc(=O)nc2c3ccccc3n(C(C)C(=O)NCCC(C)C)n12 (stereo not given)	2	1	4	i	0.6	3	7	1	-11	-19
COc1ccccc1CNC(=O)COC(=O)c1cccs1	1	0	3	i	-1.5	-1	-5	-4	-5	5
COc1ccc2c(c1)sc(=N)n2CC(=O)Nc1cc(C)cc(C)c1	-3	0	2	i	-0.8	-5	1	-2	-4	9
O=C1C(c2ccc(F)cc2)N(CC2COc3ccccc3O2)C(=O)CN1C1CCCCC1 (stereo not given)	0	-4	-13	i	-2.1	2	-9	-4	-5	10
CC(=O)Nc1cccc(OCC(=O)/C=C2\N(C)c3ccccc3C2(C)C)c1	-4	-3	14	i	0.0	-4	-34	0	-4	46*
Cc1ccc2c(c1)N(Cc1ccncc1)C(=O)C(C)O2 (stereo not given)	-4	0	3	i	-0.2	-3	-1	-2	2	-12
COCCn1c(SC(C)C(=O)Nc2ccc3c(c2)OCCO3)nc2ccccc2c1=O (stereo not given)	-4	1	-3	i	-0.4	-4	-2	-2	-15	5
CCn1c2ccccc2c2cc(NC(=O)N3CCOCC3)ccc21	-10	-4	-3	i	1.9	-8	2	0	-2	12
CC(=O)Nc1ccc(NC(=O)C(C)OC(=O)CNS(=O)(=O)/C=C/c2ccc(C)cc2)cc1 (stereo not given)	6	3	2	i	-1.0	-8	14	0	-2	-3
CCCn1nnc(NC(=O)COc2ccc(Cl)cc2)n1	2	0	1	i	-2.6	-6	-10	3	-1	-6
COC(=O)/C(=C\c1ccc([N+](=O)[O-])o1)NC(=O)c1ccccc1	5	-20	-9	i	0.1	0	-1	2	-3	13
CCOC(=O)c1c(NC(=O)Cn2nc([N+](=O)[O-])c(Br)c2C)sc2c1CCC(C)C2 (stereo not given)	-4	-4	-2	i	-0.9	-4	7	2	-1	0
